High-throughput results from PubChem.
KCNH2 WT inh – qHTS for Inhibitors of KCHN2 3.1: Wildtype qHTS | Voltage-gated inwardly rectifying potassium channel KCNH2 (Homo sapiens), Q12809 | U2OS, BacMam KCNH2, thallium flux FluxOr; active compounds read low | activity change, % at 1.84 µM | 340,000 tested, 0.37% active | AID 720551, 2013;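 active = maximum activity change below -70%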
Target sequence (Q12809 whole entry, looked up): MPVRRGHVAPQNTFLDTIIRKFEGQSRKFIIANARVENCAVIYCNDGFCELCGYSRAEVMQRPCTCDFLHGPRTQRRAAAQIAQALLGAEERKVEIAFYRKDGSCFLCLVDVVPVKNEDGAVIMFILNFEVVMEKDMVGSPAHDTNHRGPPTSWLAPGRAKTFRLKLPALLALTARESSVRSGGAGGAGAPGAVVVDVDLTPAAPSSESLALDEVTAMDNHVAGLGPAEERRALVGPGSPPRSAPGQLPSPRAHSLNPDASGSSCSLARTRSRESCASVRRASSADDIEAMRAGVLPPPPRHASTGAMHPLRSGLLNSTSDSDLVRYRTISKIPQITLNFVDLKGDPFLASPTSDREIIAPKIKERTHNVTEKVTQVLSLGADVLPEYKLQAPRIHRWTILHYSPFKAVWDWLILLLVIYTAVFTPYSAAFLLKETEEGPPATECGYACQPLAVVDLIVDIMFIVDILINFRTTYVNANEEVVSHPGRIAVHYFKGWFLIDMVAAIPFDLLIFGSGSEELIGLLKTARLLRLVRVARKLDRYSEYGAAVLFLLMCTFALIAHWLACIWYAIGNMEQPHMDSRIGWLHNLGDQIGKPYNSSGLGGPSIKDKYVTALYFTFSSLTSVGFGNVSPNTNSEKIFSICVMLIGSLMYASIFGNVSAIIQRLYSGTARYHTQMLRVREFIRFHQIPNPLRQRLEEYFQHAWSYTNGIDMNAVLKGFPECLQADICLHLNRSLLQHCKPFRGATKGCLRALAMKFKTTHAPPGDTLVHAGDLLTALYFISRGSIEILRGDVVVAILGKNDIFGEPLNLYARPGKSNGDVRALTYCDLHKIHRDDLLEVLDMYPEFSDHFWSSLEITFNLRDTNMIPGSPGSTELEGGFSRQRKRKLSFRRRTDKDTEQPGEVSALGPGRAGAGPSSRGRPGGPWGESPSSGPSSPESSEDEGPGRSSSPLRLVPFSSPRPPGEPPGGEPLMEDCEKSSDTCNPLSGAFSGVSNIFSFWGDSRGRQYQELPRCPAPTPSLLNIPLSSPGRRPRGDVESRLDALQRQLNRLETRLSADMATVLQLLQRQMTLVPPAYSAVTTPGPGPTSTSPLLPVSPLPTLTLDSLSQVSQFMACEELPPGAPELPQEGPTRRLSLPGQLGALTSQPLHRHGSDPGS
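U2OS cells were transduced with wild-type KCNH2 virus (2.03 x 10^8 / mL) for 4 h at room temperature, then cultured overnight at 37 C. Thallium flux was read with FluxOr dye. Rate constants were normalized to DMSO controls.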
Starred values were filed as active, the others as inactive. % is scaled to controls: 0 for no effect and ±100 for the full control effect. An excerpt; the hit share may differ from the screen's.

SMILES | KCNH2 WT inh
C[C@@H]1CCCCO[C@H](CN(C)C(=O)Nc2ccccc2)[C@@H](C)CN([C@H](C)CO)C(=O)c2cc(NS(=O)(=O)c3cn(C)cn3)ccc2O1 | -6
COc1ccc(Cl)cc1S(=O)(=O)NC(C)c1cnn(-c2ccccn2)c1C (stereo not given) | 0
COc1ccc(CC(O)CO)cc1OCc1ccccc1 (stereo not given) | -2
O=[N+]([O-])c1ccc(Nc2ccccc2O)c([N+](=O)[O-])c1 | -14
C[C@H](CO)N1C[C@H](C)[C@@H](CN(C)C(=O)c2ccncc2)OCc2cnnn2CCCC1=O | 2
Cc1cc(=O)c2c(=O)[nH][nH]c2[nH]1 | -4
CCN(CC)S(=O)(=O)c1ccc(N2CCOCC2)c(NC(=O)c2nn(C(C)C)c(=O)c3ccccc23)c1 | 1
O=C(COC(=O)COc1ccc(Cl)cc1)Nc1cccnc1Cl | 10
CC(C)CC1C(=O)N(Cc2cn(CCC3OCCCO3)nn2)CCS(=O)(=O)N1Cc1ccc(-c2ccc(F)cc2)cc1 (stereo not given) | -6
Cn1c(SCC(=O)N2CCCC2)nc2c(c1=O)SCC2 | -2
CCOC(=O)C1(COCc2ccccc2)CCCCC1=O (stereo not given) | 9
CCN(CC)C(=O)C1=C(C)N(Cc2ccccc2)C(=O)C(CC(=O)NCCCN(C)C)C1 (stereo not given) | -1
COC(=O)c1ccc(CNC(=O)C(Cc2ccccc2)NC(=O)c2ccccc2)cc1 (stereo not given) | -5
Cc1cc(NC(=O)C(C)SCC(=O)Nc2ccc(C(=O)OC(C)C)cc2)no1 (stereo not given) | 2
C[C@H]1CN(c2ccccc2)C(=O)[C@@H]1CC(=O)Nc1ccccc1 | -12
CC1CCC2(CC1)NC(=O)N(CC(=O)NCc1ccco1)C2=O (stereo not given) | 6
C[C@@H]1CN([C@@H](C)CO)C(=O)CCCn2nncc2CO[C@H]1CN(C)C(=O)c1cc(-c2ccccc2)on1 | 7
COc1cccc(-c2n[nH]nc2C2=CC(=O)C[C@H](c3ccc(F)cc3)C2)c1 | -3
C[C@@H]1CN([C@H](C)CO)C(=O)c2cc(C#CC3CCCCC3)cnc2O[C@H]1CN(C)Cc1cccnc1 | -3
COc1ccc(Cl)cc1N(CC(=O)NCc1ccccn1)S(=O)(=O)c1ccc(C)cc1 | 11

Given as a markdown table: three of the compounds above
| molecule | KCNH2 WT inh |
| --- | --- |
| Cc1cc(NC(=O)C(C)SCC(=O)Nc2ccc(C(=O)OC(C)C)cc2)no1 (stereo not given) | 2 |
| C[C@H]1CN(c2ccccc2)C(=O)[C@@H]1CC(=O)Nc1ccccc1 | -12 |
| CC1CCC2(CC1)NC(=O)N(CC(=O)NCc1ccco1)C2=O (stereo not given) | 6 |

3 structures already listed, ordered by length of the SMILES, rising:
SMILES | KCNH2 WT inh
COc1ccc(CC(O)CO)cc1OCc1ccccc1 (stereo not given) | -2
O=C(COC(=O)COc1ccc(Cl)cc1)Nc1cccnc1Cl | 10
COc1ccc(Cl)cc1N(CC(=O)NCc1ccccn1)S(=O)(=O)c1ccc(C)cc1 | 11

Next records follow:
SMILES | KCNH2 WT inh
C[C@H](CO)N1C[C@H](C)[C@@H](CN(C)C(=O)Nc2ccc(C(C)(C)C)cc2)OCc2cnnn2CCCC1=O | -18
COc1ccc(-n2c(SCC(=O)NCC3CCCO3)nc3ccccc3c2=O)cc1Cl (stereo not given) | 15
COCCCn1c(=O)/c(=C/c2ccccc2OC(C)C)s/c1=C(\C#N)C(=O)Nc1ccc(C(=O)O)cc1 | 0
C[C@H](CO)N1C[C@H](C)[C@H](CN(C)C(=O)Nc2ccc(F)cc2)OCc2cnnn2CCCC1=O | 4
COc1cc2c(cc1OC)C(O)=CC(=O)C2=O | 1
CCCC(=O)Nc1cc(OC)c(NC(=S)Nc2cccc(C)c2)cc1OC | -2
COc1ccccc1C(=O)N/C(=C/c1ccc(Br)cc1)C(=O)N1CCOCC1 | -10
Cn1c(=O)c2c(-c3ccccc3)n(-c3ccccc3S)cc2n(C)c1=O | -11
CCOC(=O)C1CCN(C(=O)CCn2c(=O)oc3ccccc32)CC1 | -19
COc1cccc(S(=O)(=O)N(C)C[C@H]2OCc3cnnn3CCCC(=O)N([C@@H](C)CO)C[C@H]2C)c1 | -4
Cc1cccc(C)c1NC(=O)CN1CCN(C(=O)CNC(=O)c2ccc(-c3ccccc3)cc2)CC1 | 19
CCOC(=O)CC1c2nc3ccccc3cc2CN1C(=O)OCC (stereo not given) | -4
COc1ccc(C)cc1Nc1ncnc2c1nnn2Cc1ccccc1Cl | -8
Cc1c(NC(=O)C(C)OC(=O)c2ccc([N+](=O)[O-])cc2Cl)c(=O)n(-c2ccccc2)n1C (stereo not given) | -6
Cc1ccc(N2CCC3CC2c2cc(-c4ccc(C(F)(F)F)cc4)ccc23)cc1 (stereo not given) | -11
O=C(CSc1nnc(-c2ccncc2)n1C1CC1)c1cccs1 | 11
CN1OC[C@@H]2C(=O)N3CCc4c([nH]c5ccccc45)[C@@H]3C[C@@H]21 | -2
C#CCN(C[C@H]1[C@H](OC(=O)NCCCCCC)[C@H](OC(=O)NCCCCCC)C[C@H]2C(=O)N(c3ccccc3)C(=O)[C@@H]12)S(=O)(=O)c1ccc(C)cc1 | 1
COc1ccc(NC(=O)CN2C(=O)C3CC=CCC3C2=O)cc1Cl (stereo not given) | 2
Cc1[nH]c2ccccc2c1/C=N\NC(=O)c1ccccc1Cl | -1
CCN(CC(=O)Nc1cc(Cl)ccc1C)C(=O)C1CCN(c2ncnc3sc(C)c(C)c23)CC1 | 3
CCOc1ccccc1C(=O)Nc1nnc(SCC(=O)N2CCCC2)s1 | -8
CCOc1ccc(CCNC(=O)COC(=O)C2CCN(S(=O)(=O)c3ccccc3)CC2)cc1OCC | -5
Cc1cccc(CCNC(=O)C2CC(O)CN2C(=O)Nc2ccccc2)c1 (stereo not given) | -7
CCC1=NN(C(=O)c2ccccc2[N+](=O)[O-])C(O)(c2ccccc2)C1 (stereo not given) | 17
CCOc1ccccc1C=C1CCc2ccccc2C1=O | -17
CCN(CC)C(=O)C1=C(C)N(Cc2ccc(OC)cc2)C(=O)C(CC(=O)NCc2cccs2)C1 (stereo not given) | 1
O=c1c2ccccc2nnn1CCc1ccccc1 | 15
C[C@@H]1CN([C@H](C)CO)C(=O)c2cc(Br)cnc2O[C@@H]1CN(C)Cc1cncnc1 | 2
COc1ccc(-n2nc3ccc(N)cc3n2)cc1 | -6
Cc1nc(N/N=C/c2cccnc2)cc(N2CCOCC2)n1 | 2
COc1cc2c(cc1OC)C(CNC(=O)C=Cc1ccccc1)C2 (stereo not given) | -8
Cc1cc2cc3n(c2nn1)N=C(Cl)CC3 | 5
COc1ccc(NC(=O)c2ccc(S(=O)(=O)N(C)c3ccccc3)cc2)cc1S(=O)(=O)N1CCOCC1 | 8
O=C(Nc1ccn(CCCNC2CCN(Cc3ccccc3)CC2)c(=O)n1)OCc1ccccc1 | -12
C[C@@H]1CCCCO[C@@H](CN(C)S(=O)(=O)c2ccc(F)cc2)[C@@H](C)CN([C@H](C)CO)C(=O)c2cc(N(C)C)ccc2O1 | 3
COc1ccccc1N1CCN(CCC(=O)Nc2cccc(F)c2)CC1 | 31
C[C@H](CO)N1C[C@H](C)[C@H](CN(C)Cc2ccncc2)Oc2ncc(Br)cc2C1=O | -2
c1ccc(N=NC2=NN(c3ccccc3)CS2)cc1 | 13
CC1CCCC(C)N1C(=O)CN1C(=O)NC2(CCCCCC2)C1=O (stereo not given) | -9
CCN(CC)C(=O)C1=C(C)N(CCCN2CCCC2=O)C(=O)C(CC(=O)NC2CCCC2)C1 (stereo not given) | -6
C[C@@H]1CCCCO[C@@H](CN(C)Cc2ccc(Cl)c(Cl)c2)[C@@H](C)CN([C@H](C)CO)C(=O)c2cc(NC(=O)CCC(F)(F)F)ccc2O1 | 1
O=C(Cn1sc2ccccc2c1=O)Nc1ccc(Br)cc1 | -18
Nc1nc(SCc2ccccc2)sc1C(=O)N1CCCCC1 | 6
O=C(CN1C(=O)CSc2ccc(S(=O)(=O)N3CCOCC3)cc21)NCc1c(F)cccc1Cl | -1
Cc1ccc(S(=O)(=O)N2C[C@]3(O)C[C@@H]4C(=O)N(c5ccccc5)C(=O)[C@@H]4C[C@]3(OC(=O)NCc3ccco3)C2)cc1 | -7
C[C@H]1CN(C2CCCCC2)C(=O)[C@@H]1CC(=O)Nc1ccccc1 | -1
C=CCn1c(SCC(=O)NC2CCCC2)nc2ccccc21 | 6
O=S1(=O)CCN(C2CCCCCC2)CC1 | 4
C[C@@H]1CN([C@H](C)CO)C(=O)c2cc(Br)cnc2O[C@H]1CN(C)C(=O)Nc1ccc2c(c1)OCO2 | -2
CCC/C=C/c1ccc(CN2C(C(C)C)C(=O)N(Cc3cn(CC4CCCCC4)nn3)CCS2(=O)=O)cc1 (stereo not given) | -12
O=C1c2sccc2-c2cccc3cccc1c23 | -3
CC(Sc1ccc(S(=O)(=O)N2CCCCC2)cn1)C(N)=O (stereo not given) | -24
O=C(O)C1=C2C(=O)Nc3cccc(c32)C2(C1)C(=O)Nc1ccccc12 (stereo not given) | 6
CC(=O)c1c(O)c(C)c(O)c2c1OC1=Cc3c(c(C)nn3C)C(=O)C12C (stereo not given) | 14
CCCC(=O)NC(c1cccc([N+](=O)[O-])c1)c1ccc2cccnc2c1O (stereo not given) | -6
CC1CN(C(=O)COC(=O)c2cncc(Br)c2)CC(C)O1 (stereo not given) | 6
C[C@@H]1CN([C@H](C)CO)C(=O)CCCn2nncc2CO[C@H]1CN(C)S(=O)(=O)c1cccs1 | -6
COc1ccc(NC(=O)N(C)C[C@@H]2Oc3cc(C#CCN(C)C)ccc3S(=O)(=O)N([C@H](C)CO)C[C@H]2C)cc1 | -14
O=C(Nc1ccc(NC(=S)NC(=O)c2ccco2)cc1)c1ccc(Br)cc1 | -6

Next part
SMILES | KCNH2 WT inh
CCN(CC)C(=O)C1=C(C)N(CCCOC)C(=O)C(CC(=O)NC(c2ccccc2)c2ccccc2)C1 (stereo not given) | 2
CC(=O)c1c(C)[nH]c(C(=O)NCc2ccc(Cl)cc2)c1C | -17
CC1=C(C(=O)N(C)C)CC(CC(=O)NCC2CCCCC2)C(=O)N1Cc1ccc(C(C)(C)C)cc1 (stereo not given) | 1
Cc1ccn(CC(=O)NC2CCCN(Cc3ccccc3F)C2)n1 (stereo not given) | 3
CCOc1cccc2sc(N(CCN(C)C)C(=O)CCS(=O)(=O)c3ccccc3)nc12 | 12
C[C@H]1CN([C@@H](C)CO)C(=O)CCCn2nncc2CO[C@@H]1CN(C)S(=O)(=O)c1cn(C)cn1 | 9
CC(=O)c1cccc(NC(=O)C2CCCN2S(=O)(=O)c2cccs2)c1 (stereo not given) | 5
CCCNC(=O)N(C)C[C@@H]1Oc2cc(C#C[C@H](C)O)ccc2S(=O)(=O)N([C@H](C)CO)C[C@H]1C | -14
CCOC(=O)c1c(NC(=O)COC(=O)c2ccc(Cl)nc2)sc(C)c1C | -13
CCc1ccc(N2CC(C(=O)Nc3ccccc3N3CCCC3)CC2=O)cc1 (stereo not given) | -7
C[C@H]1CN([C@@H](C)CO)C(=O)c2cc(Br)cnc2O[C@@H]1CN(C)C(=O)C1CCC1 | -10
CC1(C)CC2(OC2c2ccccc2[N+](=O)[O-])C(=O)c2ccccc21 (stereo not given) | 7
COCCCN1C(=O)C(CC(=O)NCCCCc2ccccc2)CC(C(=O)N2CCOCC2)=C1C (stereo not given) | -2
CC1(C)OC(=O)C2=C(CC(c3ccccc3)OC2CCc2ccccc2)O1 (stereo not given) | -2
CC1=C(C(=O)N(C)C)CC(CC(=O)NCCCCc2ccccc2)C(=O)N1Cc1ccc(F)cc1 (stereo not given) | 0
Cc1ccc(C(=O)NCc2ccc3c(c2)OCO3)c(Cl)c1 | -1
Cc1ccccc1OCC(=O)OCC(=O)NC1CCCC(C)C1C (stereo not given) | -5
CCCc1c(C(=O)N/N=C/c2ccc(OCc3ccccc3)cc2)nnn1-c1nonc1N | 27
Cc1ccccc1S(=O)(=O)N(C)C[C@@H]1OCc2cnnn2CCCC(=O)N([C@H](C)CO)C[C@@H]1C | -7
C[C@@H]1CN([C@@H](C)CO)S(=O)(=O)c2ccc(Br)cc2O[C@@H]1CN(C)C(=O)c1ccncc1 | -1
COc1ccc(NC(=O)CCNC(=O)C2CCN(S(=O)(=O)c3ccccc3)CC2)cc1OC | 1
CC1CCCCN1CCCNC(=O)c1ccc2c(c1)NC(=O)CN2C (stereo not given) | 7
CC1C(=O)N(Cc2cn(Cc3ccco3)nn2)CCS(=O)(=O)N1Cc1ccc(-c2ccc(F)nc2)cc1 (stereo not given) | 7
C/C(=N/NC(=O)c1nnn(-c2nonc2N)c1CSc1ccc(Cl)cc1)c1ccncc1 | -15
Cc1c(NS(=O)(=O)c2cc(C(=O)OCC(=O)c3ccccc3F)ccc2Cl)c(=O)n(-c2ccccc2)n1C | 15
CCCC#Cc1cnc2c(c1)C(=O)N([C@H](C)CO)C[C@@H](C)[C@H](CN(C)S(=O)(=O)c1cccc(OC)c1)O2 | 5

In a second layout: 6 of the compounds above
| smiles | KCNH2 WT inh |
| --- | --- |
| COc1ccc(NC(=O)CCNC(=O)C2CCN(S(=O)(=O)c3ccccc3)CC2)cc1OC | 1 |
| CC1CCCCN1CCCNC(=O)c1ccc2c(c1)NC(=O)CN2C (stereo not given) | 7 |
| CC1C(=O)N(Cc2cn(Cc3ccco3)nn2)CCS(=O)(=O)N1Cc1ccc(-c2ccc(F)nc2)cc1 (stereo not given) | 7 |
| C/C(=N/NC(=O)c1nnn(-c2nonc2N)c1CSc1ccc(Cl)cc1)c1ccncc1 | -15 |
| Cc1c(NS(=O)(=O)c2cc(C(=O)OCC(=O)c3ccccc3F)ccc2Cl)c(=O)n(-c2ccccc2)n1C | 15 |
| CCCC#Cc1cnc2c(c1)C(=O)N([C@H](C)CO)C[C@@H](C)[C@H](CN(C)S(=O)(=O)c1cccc(OC)c1)O2 | 5 |
